Screening data from PubChem.
BoNT-F LC inh – BoNT/F light chain protease inhibitors, primary screen, biochemical, flow cytometry, MLPCN library; Multiplex microsphere protease cleavage assay; inhibition, % at 10 µM; 360,000 tested, 0.22% active; AID 588497, 2011; in the data active = inhibition above about 35%, passing the limit was not always enough; note: plate controls were buffer without enzyme for full effect and enzyme alone for no effect
FBA Mtb inh – Mtb FBA enzyme inhibitors, primary screen, biochemical, fluorescence, strain H37Rv; Fructose-bisphosphate aldolase (Mycobacterium tuberculosis (strain ATCC 25618 / H37Rv)), …; purified M. tuberculosis FBA, fluorescence read-out; inhibition, % at 1 µM; 360,000 tested, 2.3% active; in the data active = inhibition above about 27%;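 note: 0% = vehicle and 100% = reference inhibitor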
Target sequence (P9WQA3 whole entry, looked up): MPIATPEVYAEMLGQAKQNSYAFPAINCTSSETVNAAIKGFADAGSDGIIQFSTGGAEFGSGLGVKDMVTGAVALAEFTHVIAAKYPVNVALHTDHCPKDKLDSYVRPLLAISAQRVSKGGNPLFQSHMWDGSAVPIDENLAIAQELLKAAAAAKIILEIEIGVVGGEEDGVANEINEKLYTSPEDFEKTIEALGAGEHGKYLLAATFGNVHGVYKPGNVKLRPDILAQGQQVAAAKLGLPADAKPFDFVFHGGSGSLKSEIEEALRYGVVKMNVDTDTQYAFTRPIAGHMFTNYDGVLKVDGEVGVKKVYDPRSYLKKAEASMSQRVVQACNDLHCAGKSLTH
VHR inh abs – VHR1 phosphatase inhibitors, primary screen, biochemical, absorbance, uHTS | Dual specificity protein phosphatase 3 (Homo sapiens), P51452 | recombinant VHR phosphatase, pNPP absorbance | inhibition, % at 13.3 µM | 290,000 tested, 0.52% active | AID 1654, 2009; in the data active = inhibition above about 50%; note: some compounds called inactive have numbers as strong as hits
Target sequence (P51452 whole entry, looked up): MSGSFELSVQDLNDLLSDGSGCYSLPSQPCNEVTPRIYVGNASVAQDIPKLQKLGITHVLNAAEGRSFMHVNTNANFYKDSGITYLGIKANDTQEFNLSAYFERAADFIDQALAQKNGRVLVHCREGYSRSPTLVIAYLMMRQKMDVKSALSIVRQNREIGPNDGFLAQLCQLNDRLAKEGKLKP
CCHFV vOTU inh – CCHFV vOTU protease inhibitors, primary screen, biochemical, Pep-AMC substrate, fluorescence; Crimean-Congo hemorrhagic fever virus L polyprotein viral ovarian tumor (vOTU) protease …; inhibition, % at 11.5 µM; 370,000 tested, 0.55% active; AID 651958, 2012; in the data active = inhibition above about 30%; note: 0% = vehicle wells with enzyme and 100% = no enzyme wells
BioA inh – M. tuberculosis BioA enzyme inhibitors, primary screen, biochemical, plate reader, single point, HTS; purified M. tuberculosis BioA enzyme; inhibition, % at 9.99 µM; 360,000 tested, 0.096% active; AID 602481, 2012; in the data active = inhibition above about 40%
FadD28 FP inh – inhibitors of FadD28 bisubstrate probe binding, primary screen, biochemical, fluorescence polarization, single point; Mycobacterium tuberculosis FadD28 fatty-acid-AMP ligase; AID 588549, 2011; inhibition, % at 12.5 µM; 360,000 tested, 0.22% active; in the data active = inhibition above about 8.5%, passing the limit was not always enough
An asterisk follows results filed as active; · = not tested or not shown; & = joins results of further samples. These rows are one share of the data; the hit share may differ from the screen's.

SMILES	BoNT-F LC inh	FBA Mtb inh	VHR inh abs	CCHFV vOTU inh	BioA inh	FadD28 FP inh
C[C@H](CO)N1C[C@H](C)[C@@H](CN(C)C(=O)Nc2ccc(C(F)(F)F)cc2)OCc2cn(nn2)CCCC1=O	·	·	·	-1	2.2	·
COc1cccc(S(=O)(=O)N2C[C@H](O)COC[C@H]3O[C@@H](CC(=O)N4CCN(C)CC4)CC[C@@H]32)c1	·	·	·	-8	0.4	·
C[C@H](CO)N1C[C@H](C)[C@H](CN(C)C(=O)Nc2cccc3ccccc23)Oc2ncc(Br)cc2C1=O	·	·	·	-6	-1.1	·
O=C(C[C@@H]1CC[C@@H]2[C@H](COC[C@H](O)CN2S(=O)(=O)c2ccccc2)O1)Nc1ccccc1	·	·	·	8	2.0	·
C[C@@H]1CN([C@H](C)CO)C(=O)CCCn2cc(nn2)CO[C@H]1CN(C)C(=O)Nc1ccc(N2CCCCC2)cc1	·	·	·	26	-0.3&-1.1	·
C[C@@H]1CN([C@@H](C)CO)C(=O)CCCn2cc(nn2)CO[C@H]1CN(C)C(=O)Nc1cccc(C(F)(F)F)c1	·	·	·	13	0.3&-1.6	·
COc1cccc(S(=O)(=O)Nc2ccc3c(c2)C(=O)N(C)C[C@H](OC)[C@H](C)CN[C@@H](C)CO3)c1	·	·	·	27	-1.1	·
COc1ccc(NC(=O)N[C@H]2C=C[C@@H](CC(=O)NC3CCC3)O[C@@H]2CO)cc1	·	·	·	3	-1.9	·
C[C@@H]1CCCCO[C@@H](CN(C)C(=O)CCC(F)(F)F)[C@@H](C)CN([C@H](C)CO)C(=O)c2cc(NS(=O)(=O)c3cccs3)ccc2O1	·	·	·	10	-5.0	·
CN1C(=O)c2cc(NC(=O)c3cccc(F)c3)ccc2OC[C@@H]2O[C@H](CC(=O)NCc3ccccc3)CC[C@H]21	·	·	·	0	5.5	·
C[C@H](CO)N1C[C@H](C)[C@@H](CN(C)S(=O)(=O)c2ccc(F)cc2)Oc2cc(Br)ccc2S1(=O)=O	·	·	·	19	-0.1&2.2	·
C[C@@H]1CN([C@@H](C)CO)C(=O)c2cc(NC(=O)Nc3ccc4c(c3)OCO4)ccc2O[C@@H](C)CCCCO[C@@H]1CN(C)CC1CCCCC1	·	·	·	11	-1.8	·
O=C(C[C@H]1C=C[C@H](NC(=O)Nc2ccccc2F)[C@@H](CO)O1)NCc1ccc(-c2ccccc2)cc1	·	·	·	1	1.5	·
C[C@@H]1CN([C@@H](C)CO)C(=O)CCCn2nncc2CO[C@H]1CN(C)CC1CC1	·	·	·	13	6.2	·
C[C@@H]1CN([C@@H](C)CO)C(=O)CCCn2cc(nn2)CO[C@H]1CN(C)C(=O)C1CCCCC1	·	·	·	-7	0.8	·
O=C(C[C@H]1CC[C@@H]2[C@H](COC[C@H](O)CN2Cc2nccs2)O1)NCc1ccccc1Cl	·	·	·	-7	-0.9	·
C[C@@H]1CN([C@@H](C)CO)C(=O)CCCn2cc(nn2)CO[C@H]1CN(C)C(=O)Nc1cccc2ccccc12	·	·	·	-9	-0.7	·
CO[C@@H]1CN(C)C(=O)c2cc(NC(=O)NC3CCCCC3)ccc2OC[C@@H](C)N(CCc2ccccc2)C[C@H]1C	·	·	·	7	-1.2	·
COc1ccc(S(=O)(=O)N[C@H]2CC[C@H](CCNC(=O)c3ccccc3F)O[C@@H]2CO)cc1	·	·	·	6	-2.9	·
CO[C@@H]1CN(C)C(=O)c2cc(NS(=O)(=O)c3ccc(C)cc3)ccc2OC[C@H](C)N(Cc2nccs2)C[C@H]1C	·	·	·	8	0.4	·
O=C(NCC[C@@H]1CC[C@@H](NS(=O)(=O)Cc2ccccc2)[C@@H](CO)O1)C1CC1	·	·	·	-9	-2.4	·
CCNC(=O)C[C@H]1CC[C@H]2[C@@H](COc3ccc(NC(=O)c4ccc5c(c4)OCO5)cc3C(=O)N2C)O1	·	·	·	-7	2.2	·
COc1ccccc1CNC(=O)C[C@H]1CC[C@@H]2[C@H](COC[C@H](O)CN2Cc2ccc3c(c2)OCO3)O1	·	·	·	-7	-1.0	·
COCC(=O)N(C[C@H]1[C@H](c2ccccc2)[C@@H](CO)N1C(=O)NC(C)C)C(C)C	·	·	·	-1	-1.3	·
CN1C(=O)c2cc(NC(=O)C3CC3)ccc2OC[C@H]2O[C@@H](CC(=O)NC3CCC3)CC[C@@H]21	·	·	·	-5	-6.3	·

Rewritten with two lines to a compound: two of the compounds above.
Order of values: BoNT-F LC inh, FBA Mtb inh, VHR inh abs, CCHFV vOTU inh, BioA inh, FadD28 FP inh
C[C@H](CO)N1C[C@H](C)[C@H](CN(C)C(=O)Nc2cccc3ccccc23)Oc2ncc(Br)cc2C1=O
 : ·, ·, ·, -6, -1.1, ·
O=C(C[C@@H]1CC[C@@H]2[C@H](COC[C@H](O)CN2S(=O)(=O)c2ccccc2)O1)Nc1ccccc1
 : ·, ·, ·, 8, 2.0, ·

2 entries from above, with values under each structure.
Results follow in this order: BoNT-F LC inh	FBA Mtb inh	VHR inh abs	CCHFV vOTU inh	BioA inh	FadD28 FP inh
C[C@@H]1CN([C@H](C)CO)C(=O)CCCn2cc(nn2)CO[C@H]1CN(C)C(=O)Nc1ccc(N2CCCCC2)cc1
 : ·	·	·	26	-0.3&-1.1	·
C[C@@H]1CN([C@@H](C)CO)C(=O)CCCn2cc(nn2)CO[C@H]1CN(C)C(=O)Nc1cccc(C(F)(F)F)c1
 : ·	·	·	13	0.3&-1.6	·

The listing continues.
SMILES	BoNT-F LC inh	FBA Mtb inh	VHR inh abs	CCHFV vOTU inh	BioA inh	FadD28 FP inh
C[C@H](CO)N1C[C@H](C)[C@@H](CN(C)C(=O)Nc2ccc(-c3cccs3)cc2)OCc2cn(nn2)CCCC1=O	·	·	·	11	-1.9	·
C[C@@H]1CN([C@@H](C)CO)C(=O)CCCn2cc(nn2)CO[C@H]1CN(C)C(=O)c1ccc(N2CCN(C)CC2)cc1	·	·	·	-2	-0.7	·
COC(=O)C[C@H]1CC[C@@H]2[C@@H](COc3ccc(NC(=O)Nc4cccc(C)c4)cc3C(=O)N2C)O1	·	·	·	-5	-2.9	·
Cc1noc(C)c1S(=O)(=O)N(C)C[C@@H]1OCc2cnnn2CCCC(=O)N([C@@H](C)CO)C[C@@H]1C	·	·	·	-10	-1.1	·
C[C@@H]1CN([C@@H](C)CO)C(=O)CCCn2cc(nn2)CO[C@H]1CN(C)C(=O)Nc1ccc(C(C)(C)C)cc1	·	·	·	-10	-1.3	·
COc1ccc(NC(=O)Nc2ccc3c(c2)C(=O)N([C@H](C)CO)C[C@@H](C)[C@@H](CN(C)Cc2ccc4c(c2)OCO4)OCCCC[C@H](C)O3)cc1	·	·	·	1	-1.2	·
O=C(N[C@@H]1CC[C@@H](CCNC(=O)C2CCOCC2)O[C@@H]1CO)c1ccncc1	·	·	·	1	-0.4	·
O=C(Nc1ccc(Cl)c(Cl)c1)N[C@@H]1CC[C@@H](CCn2cc(C3CCCCC3)nn2)O[C@@H]1CO	·	·	·	5	-5.0	·
COC(=O)C[C@@H]1CC[C@@H]2[C@@H](COc3ccc(NC(=O)Nc4cccc(Cl)c4)cc3C(=O)N2C)O1	·	·	·	2	1.9	·
COc1ccc(NC(=O)N(C)C[C@@H]2OCc3cnnn3CCCC(=O)N([C@H](C)CO)C[C@H]2C)c(OC)c1	·	·	·	-2	0.9	·
COc1ccc(-c2cn(CC[C@@H]3CC[C@H](NC(=O)Cc4ccccn4)[C@@H](CO)O3)nn2)cc1	·	·	·	11	-4.2	·
O=C(NC1CCCC1)N[C@@H]1C=C[C@@H](CC(=O)N2CCOCC2)O[C@@H]1CO	·	·	·	-3	-0.5	·
O=C(Nc1ccc(Cl)cc1)N[C@H]1CC[C@H](CCn2cc(-c3ccccc3F)nn2)O[C@@H]1CO	·	·	·	-15	-1.0	·
C[C@@H]1CN([C@@H](C)CO)C(=O)CCCn2cc(nn2)CO[C@H]1CN(C)C(=O)C1CC1	·	·	·	0	-2.5	·
C[C@@H]1CCCCO[C@@H](CN(C)C(=O)NC2CCCCC2)[C@@H](C)CN([C@H](C)CO)C(=O)c2cc(N(C)C)ccc2O1	·	·	·	14	-1.6&-3.4	·
CC(C)NC(=O)N[C@H]1C=C[C@H](CC(=O)NCc2ccc(Oc3ccccc3)cc2)O[C@@H]1CO	·	·	·	13	-1.0	·
C=C(C)COc1ccc(-c2nc(N)ncc2-c2ccc(OC)cc2)c(O)c1	·	·	19	30*	0.2	·
CCOc1cc(C=NNC(=O)N(c2ccccc2)c2ccccc2)ccc1O	-8	-1	·	·	·	-2.8
O=C(CCN1C(=O)CC1c1ccco1)N1CCOCC1 (configuration not stated)	-4	-1	·	·	·	-0.5
CCOC(=O)c1csc(-c2ccc(COC(=O)c3ccccc3)o2)n1	0	2	·	·	·	-1.8
COc1ccc(CCN2C(=O)CCC3=C2CCCC3=O)cc1OC	-5	0	·	·	·	-1.3
O=c1cc(-c2ccccc2)oc2c1CCCC2	-3	2	·	·	·	-1.2
CC1(C)N=C(N)NC(=NCCCOc2ccc([N+](=O)[O-])cc2)N1	4	-1	·	·	·	-1.5
CC1=CNC(=O)CC(C)(C)C1	-1	-1	·	·	·	-0.1
O=C(NCCNC(=O)c1cccnc1)c1cccnc1	2	1	·	·	·	-1.5

Among those listed so far, these have bromine:
SMILES	BoNT-F LC inh	FBA Mtb inh	VHR inh abs	CCHFV vOTU inh	BioA inh	FadD28 FP inh
C[C@H](CO)N1C[C@H](C)[C@H](CN(C)C(=O)Nc2cccc3ccccc23)Oc2ncc(Br)cc2C1=O	·	·	·	-6	-1.1	·
C[C@H](CO)N1C[C@H](C)[C@@H](CN(C)S(=O)(=O)c2ccc(F)cc2)Oc2cc(Br)ccc2S1(=O)=O	·	·	·	19	-0.1&2.2	·

(next part)
SMILES	BoNT-F LC inh	FBA Mtb inh	VHR inh abs	CCHFV vOTU inh	BioA inh	FadD28 FP inh
CC1(C)CC2(C)OC2C2(C1)N=NC(=Nc1ccccc1)O2 (configuration not stated)	-3	1	·	·	·	-0.2
Cc1cc(=O)oc2c(N)nccc12	-69	22	·	·	·	0.8
Cc1ccc(-n2c(=O)[nH]c3ccccc3c2=O)cc1[N+](=O)[O-]	-9	0	·	·	·	-1.8
CCCCn1c(OC(=S)N(CC)CC)cc(C)nc1=S	-2	-1	·	·	·	-5.2
CC1=C(C)CN2CC(C#N)=C(N)C2C1 (configuration not stated)	-21	1	·	·	·	-0.5
O=C(c1ccccc1)c1nn(-c2ccccc2)c(=O)cc1-c1ccccc1	10	3	·	·	·	-0.9
COC(=O)c1cc(=O)nc(NN=Cc2ccc(OC)cc2)s1	-3	-2	·	·	·	-1.8
CC1=CC(Cc2ccccc2)N(C)C(C(N)=O)C1 (configuration not stated)	-1	0	·	·	·	-4.2
CCC12CC1(C(=O)OC)C(=O)N1CCc3c([nH]c4ccccc34)C12 (configuration not stated)	-4	-2	·	·	·	-3.2
CN1CCCCC1Cc1ccccc1 (configuration not stated)	-2	-2	·	·	·	-1.0
CC(C)=NNc1cnnc2ccc([N+](=O)[O-])cc12	-31	-4	·	·	·	0.9
CCS(=O)(=O)N1Cc2cc(C(=O)NCCOC)nc(-c3cccc(-c4ccncc4)c3)c2[C@@H]1CCO	8	·	·	0	-1.7	·
CCC(=O)N1Cc2cc(C(=O)Nc3nccs3)nc(-c3cccc(-c4ccccc4OC)c3)c2[C@H]1CCO	-12	·	·	6	-4.8	·
CN1CCN(C(=O)c2cc3c(c(-c4cccc(-c5cccnc5)c4)n2)[C@@H](CCO)N(C(=O)CC2CC2)C3)CC1	3	·	·	5	8.2	·
CCS(=O)(=O)N1Cc2cc(C(=O)NCCOC)nc(-c3cccc(-c4ccncc4)c3)c2[C@H]1CCO	3	·	·	-2	-1.8	·

Quoted at random: 2 entries already listed, in no set order.
SMILES	BoNT-F LC inh	FBA Mtb inh	VHR inh abs	CCHFV vOTU inh	BioA inh	FadD28 FP inh
CCCCn1c(OC(=S)N(CC)CC)cc(C)nc1=S	-2	-1	·	·	·	-5.2
Cc1ccc(-n2c(=O)[nH]c3ccccc3c2=O)cc1[N+](=O)[O-]	-9	0	·	·	·	-1.8
